# KCNQ2 block: KCNQ2 potassium channel inhibitors, primary screen, cell-based, CHO-K1, FluxOR thallium flux, B-score (AID 2156) | 310,000 compounds, 1.1% hits | 20 min; hits give low values | O88943 | B-score at 10 µM;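 active = fluorescence ratio B-score at most minus 3 library SDs, with starting brightness B-score within 2 library SDs, cut at about -5.5 in these data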
# Target sequence (O88943 whole entry, looked up): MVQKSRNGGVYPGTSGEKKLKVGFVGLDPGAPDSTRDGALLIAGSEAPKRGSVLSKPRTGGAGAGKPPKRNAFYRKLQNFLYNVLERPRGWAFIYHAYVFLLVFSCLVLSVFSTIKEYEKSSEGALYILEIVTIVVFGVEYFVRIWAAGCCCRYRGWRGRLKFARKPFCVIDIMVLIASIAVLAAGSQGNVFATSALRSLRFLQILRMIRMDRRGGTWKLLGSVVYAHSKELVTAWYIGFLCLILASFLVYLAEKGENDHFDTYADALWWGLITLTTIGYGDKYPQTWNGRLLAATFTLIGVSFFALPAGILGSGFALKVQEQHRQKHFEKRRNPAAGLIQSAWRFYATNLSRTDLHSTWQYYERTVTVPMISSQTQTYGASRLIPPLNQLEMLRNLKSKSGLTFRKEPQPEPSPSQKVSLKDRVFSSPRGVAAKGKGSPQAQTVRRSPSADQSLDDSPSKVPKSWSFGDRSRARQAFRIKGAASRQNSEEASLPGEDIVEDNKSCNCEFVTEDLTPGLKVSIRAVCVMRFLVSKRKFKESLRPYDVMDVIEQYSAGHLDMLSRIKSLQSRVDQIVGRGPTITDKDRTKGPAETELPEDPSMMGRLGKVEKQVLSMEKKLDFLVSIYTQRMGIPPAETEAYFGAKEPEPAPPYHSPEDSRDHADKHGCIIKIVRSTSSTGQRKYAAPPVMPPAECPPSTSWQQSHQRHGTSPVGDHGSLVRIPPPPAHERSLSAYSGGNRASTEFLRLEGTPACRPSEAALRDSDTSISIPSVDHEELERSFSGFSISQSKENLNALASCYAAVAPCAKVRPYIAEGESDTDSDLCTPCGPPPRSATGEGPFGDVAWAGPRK
# Kir21 block: Kir2.1 (mouse) channel inhibition. P35561. HEK293-Kir2.1, FluxOR thallium flux fluorescence; hits give low values. B-score at 10 µM. 310,000 compounds, 0.85% hits;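 active = fluorescence ratio B-score at or below minus 3 SD of library scores, with starting-brightness B-score within 2 SD, cut at about -4.2 in these data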;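 also: channel flux triggered by added potassium and thallium sulfate stimulus; B-score of peak minus minimum fluorescence over baseline after thallium stimulus; more negative B-score means stronger Kir2.1 block with less thallium influx; some compounds called inactive have numbers as strong as hits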
# * hit, by the source's call; i = inactive.
mol,KCNQ2 block,Kir21 block
CC(=O)c1c(C)[nH]c(C(=O)NC(C)c2ccccc2)c1C (stereo not given),i,4.27
COc1ccccc1NC(=O)C(C)OC(=O)C1CCN(S(=O)(=O)c2ccc(C)c(C)c2)CC1 (stereo not given),i,-0.3
Cc1oc(-c2ccccc2Cl)nc1CS(=O)(=O)CC(=O)NC1CCCC1,i,0.36
COc1ccc(/C(O)=C(\C#N)c2nc3ccccc3n2C)cc1OC,i,-0.08
Cn1cc(C(=O)c2cccc(Cl)c2Cl)cc1C(=O)O,i,-0.15
O=C(N/N=C/c1ccc([N+](=O)[O-])cc1)c1cccs1,i,1.21
NC(=O)CC(NC(=O)Cc1ccc(Br)cc1)c1ccc(N2CCN(c3ccc(F)cc3)CC2)c([N+](=O)[O-])c1 (stereo not given),i,-0.37
COc1ccc(-n2nnnc2SCC(=O)Nc2ccc3c(c2)OCCO3)c(OC)c1,i,-1.07
COC(=O)[C@@H]1C[C@@]2(O)[C@@H](O)[C@@H](O)[C@@H](O)C[C@H]2N1C/C=C/c1ccccc1,i,-2.78
Cc1ccc(S(=O)(=O)N(C)C)cc1NC(=O)COC(=O)Cc1ccc(Br)cc1,i,0.45
CCSc1ccccc1C(=O)N1CCN(Cc2ccc3c(c2)OCO3)CC1,i,0.04
COc1ccc(N2C(=O)CC(N3CCN(c4ccccc4)CC3)C2=O)cc1 (stereo not given),i,0.01
COc1ccccc1NC(=O)C1(c2ccccc2)CCCC1,i,-1.52
COc1ccc(CCn2c(=O)[nH]c3cc(C(=O)NCCN4CCOCC4)ccc3c2=O)cc1OC,i,-1.36
CCC(=O)c1ccc(OCC(=O)Nc2cc(S(=O)(=O)N3CCCCC3)ccc2OC)cc1,i,-0.67
Cc1onc(-c2c(Cl)cccc2Cl)c1C(=O)ONC(=O)c1ccccc1,i,-5.24*
CCN1CCCC1CNC(=O)C(=O)NCc1ccccc1 (stereo not given),i,-0.33
Cc1ccc(-c2nc(-c3cccnc3)no2)cc1,i,0.44
Cc1ccc(-c2nnc(SCC(=O)Nc3ccc(N4CCOCC4)cc3)o2)cc1,i,1.24
C=CCOc1ccc2ccccc2c1CNCCCN1CCOCC1,i,-1.27
COc1ccc(NC(=O)CSc2nccn2C)c([N+](=O)[O-])c1,i,1.09
Cc1occc1-c1nnc(SCC(=O)NC(C)(C)C)n1C(C)c1ccccc1 (stereo not given),i,-1.36
N#Cc1c(-c2ccc(Cl)cc2)cc(-c2cccs2)nc1SCC(=O)O,i,2.41
COc1ccc(NC(=O)CSc2nnc(C3CCCCC3)n2-c2ccccc2)cc1,i,-0.53
CC1=C(C(=O)OCC2CCCCC2)C(c2cccc(O)c2)NC(=O)N1 (stereo not given),i,-1.03
CCOC(=O)N1CCN(Cc2nc(N)nc(Nc3ccc(C)cc3C)n2)CC1,i,-1.33
O=C(Oc1cccc(Nc2ncnc3ccccc23)c1)c1cccnc1,i,-1.54
COc1ccc(CSc2nnc(Cc3sc(-c4ccccc4)nc3-c3ccccc3)o2)cc1,i,0.83
COc1ccc(CN(C)C(=O)c2ccc(NS(=O)(=O)c3ccc4[nH]c(=O)[nH]c4c3)cc2)c(OC)c1,i,0.73
O=C(N/N=C/c1ccccc1OC(=O)N1CCOCC1)c1cccs1,i,1.14
CC(=O)Nc1ccc(S(=O)(=O)N2CCCC(C(=O)N3CCN(c4ccccc4)CC3)C2)cc1 (stereo not given),i,0.53
Cc1ccccc1C(=O)Nc1ccc(C(=O)N/N=C/c2ccncc2)cc1,i,-0.08
CC(=O)Nc1cccc(NC(=O)c2cccc(S(=O)(=O)N3CCN(Cc4ccccc4)CC3)c2)c1,i,0.07
Cc1cc(NC2CCCCC2)nc(N2CCOCC2)n1,i,-0.1
CCn1c(SCC(=O)N2CCCC(C)C2)nnc1-c1ccc(S(=O)(=O)N2CCN(C)CC2)cc1 (stereo not given),i,-0.02
N#C/C(=C/c1ccc(N2CCCCC2)o1)c1cccc(F)c1,i,-2.23
COC(=O)c1[nH]c(C)c(/C(O)=C2\C(=O)C(=O)N(CCCN3CCOCC3)C2c2ccccn2)c1C (stereo not given),i,0.45
COc1ccc(NC(=S)Nc2cccc(Cl)c2)cc1OC,i,-1.49
O=C(Nc1ccc2[nH]ccc2c1)c1cccs1,i,-0.35
Cc1nn(-c2ccccn2)c(N)c1N=O,i,0.12
CCCS(=O)(=O)c1nc(S(=O)(=O)c2ccc(Cl)cc2)c(N2CCC(O)CC2)s1,i,0.08
Cc1cccc(OCCn2c(CCCO)nc3ccccc32)c1,i,0.05
CC(C)(C)NC(=O)CN1C(=O)/C(=C/c2ccccc2)SC1=S,i,0.09
COc1ccc(NC(=O)N2c3ccccc3CC2C)cc1OC (stereo not given),i,-0.56
O=C1CCCCC1C(Nc1ccc(Br)cc1)c1ccccc1 (stereo not given),i,1.13
Cc1ccc(-n2c(=O)cc(N3CC(C)OC(C)C3)[nH]c2=O)cc1 (stereo not given),i,-0.02
CCOc1ccc(NC(=O)CCCOc2cc(=O)n(C)c3ccccc23)cc1,i,-0.06
COCCn1c(SC(C)C(=O)Nc2ccc3c(c2)OCCO3)nc2ccccc2c1=O (stereo not given),i,-0.67
O=C(C1CCCO1)N1CCN(c2ncccn2)CC1 (stereo not given),i,-0.13
CCN(CC)C(=O)C1CCCc2c1[nH]c1ccc(Cl)cc21 (stereo not given),i,-1.48
S=c1[nH]nc(-c2ccc3c(c2)OCO3)n1-c1ccccc1,i,1.14
O=c1[nH]c(-c2ccccn2)nc2ccccc12,i,-0.45
COc1ccccc1OCC(=O)Nc1ccc(S(=O)(=O)N2CCOCC2)cc1,i,-0.58
CCc1ccc(CCC(=O)Nc2ccc(C(=O)O)cc2)o1,i,0.02
CCOC(=O)N1CCC(NC(=O)c2csc3c2CCCC3)CC1,i,0.71
COc1ccccc1NC(=O)CSc1nc2ncccc2[nH]1,i,1.1
O=C(NC1CCCCC1)C(c1cccnc1)N(C(=O)CCl)c1ccc(F)cc1 (stereo not given),i,-1.5
O=[N+]([O-])c1cccnc1Sc1ccc(F)cc1,i,0.47
O=C(COc1ccccc1C(=O)c1cnn(-c2ccccc2)c1)Nc1ccc2ccccc2c1,i,-1.93
CN(C(=S)NC(=O)Cc1ccccc1)c1ccccc1,i,-2.7

# Some of the entries so far, as labelled records:
COc1ccccc1OCC(=O)Nc1ccc(S(=O)(=O)N2CCOCC2)cc1
  KCNQ2 block: i
  Kir21 block: -0.58
CCOc1ccc(NC(=O)CCCOc2cc(=O)n(C)c3ccccc23)cc1
  KCNQ2 block: i
  Kir21 block: -0.06

# (list continues)
mol,KCNQ2 block,Kir21 block
Cc1ccccc1OCC(=O)N/N=C/c1ccncc1,i,-1.6
O=S(=O)(Nc1ncccn1)c1ccc(NC(=S)NCc2ccco2)cc1,i,-0.42
O=C1NC(=NCc2ccccc2)S/C1=C\c1ccccc1,i,1.31
COc1ccccc1C(=O)OCC(=O)NC1CCCC1,i,0.19
CC(C)=CC(=O)NCc1c(Cl)cccc1-n1cccc1,i,-2.01
Cc1cc(C)c(C#N)c(SCC(=O)Nc2ccccc2C(N)=O)n1,i,-0.97
O=C(Nc1nc2ccsc2c(=O)s1)c1ccc(Cl)cc1,i,1.45
CC1CCN(C(=O)COc2cccc3c2CCN(C)C3=O)CC1,i,-0.06
CNC(=O)NC(=O)CSc1nc2sccc2c(=O)n1-c1ccccc1,i,1.11
CCCCCCn1c(C)nc2c(c1=O)c1nc3ccccc3nc1n2/N=C/c1ccco1,i,0.43
COc1cccc(S(=O)(=O)Nc2ccc(C(=O)N3CCOCC3)cc2)c1,i,-1.64
Cc1onc(-c2c(Cl)cccc2Cl)c1C(=O)N/N=C(\N)COc1ccc(Cl)cc1,i,-1.04
CC(=O)Nc1cccc(NC(=O)c2ccccc2OCc2ccccc2)c1,i,0.68
O=C(N/N=C/c1cccc(OCc2ccccc2)c1)c1ccc(Br)cc1,i,-2.45
COc1ccc2nc(SCC(=O)Nc3c(C)cc(C)cc3C)[nH]c2c1,i,-0.19
CCOC(=O)N1CCN(C(=O)C2CCCN(S(C)(=O)=O)C2)CC1 (stereo not given),i,-0.53
COc1cccc(C(=O)NC2CC3CCCC(C2)N3CC(=O)Nc2ccccc2C(F)(F)F)c1 (stereo not given),i,-1.5
O=C(CCSc1nnc(-c2ccccc2)o1)N1CCOCC1,i,0.75
CCCOc1ccc2oc(=O)c3c(c2c1)CCCN3C(=O)CN1CCN(C(=O)c2ccco2)CC1,i,-0.33
COc1ccccc1NC(=O)CN1C(=O)C2(OCCCO2)c2ccccc21,i,0.09
CCOc1ccc(NC(=O)N2CCC(n3nnc4cc(C)ccc43)CC2)cc1,i,-1.58
COc1cccc(C(=O)NNC2=CC(=O)CC(C)(C)C2)c1,i,0.53
CCOc1ccccc1NC(=O)C1C2CCC3C(CCC21)C3(Cl)Cl (stereo not given),i,-0.87
Cc1cccc(NC(=O)C2CCN(c3nc(C)cc(C)n3)CC2)c1,i,0.02
CC1CN(c2ccc(S(=O)(=O)N3CCOCC3)cn2)CC(C)O1 (stereo not given),i,-1.08
CCOc1ccccc1NC(=O)NCc1ccccc1,i,1.32
Cc1cc(C)nc(NC(=O)c2cccc([N+](=O)[O-])c2C)n1,i,1.26
Clc1ccc(Cl)c(-c2nn3c(Cn4cnc5ccccc54)nnc3s2)c1,i,0.36
N#Cc1ccccc1OCCOCCNC1CCCC1,i,1.16
O=C(c1c(F)cccc1F)N1CCCc2ccccc21,i,-1.81

# 3 structures from above, sorted by heavy-atom count, lowest first:
mol,KCNQ2 block,Kir21 block
O=C(C1CCCO1)N1CCN(c2ncccn2)CC1 (stereo not given),i,-0.13
COc1ccc(NC(=S)Nc2cccc(Cl)c2)cc1OC,i,-1.49
N#Cc1c(-c2ccc(Cl)cc2)cc(-c2cccs2)nc1SCC(=O)O,i,2.41

# (continued)
mol,KCNQ2 block,Kir21 block
CC(=O)c1sc(NC(=O)CS(=O)(=O)c2ccccc2)nc1-c1ccccc1,i,-0.69
COc1ccc(COC(=O)c2ccc(S(=O)(=O)N3CCC(C)CC3)cc2)cc1,i,2.03
O=C(O)c1cccc(Cn2c(Cl)c(/C=N/NC(=O)c3ccccc3Cl)sc2=O)c1,i,0.02
Cc1ccc(C(=O)NC(C)c2ccc(F)cc2)cc1 (stereo not given),i,-3.5
CCOC(=O)N1CCN(c2c(NCc3ccc(F)cc3)c(=O)c2=O)CC1,i,0.74
O=C(Cn1c(Cc2ccccc2)nc2ccccc21)NCc1ccc2c(c1)OCO2,i,-1.75
CCCCCN(C(=O)CCC(=O)OCC(=O)N1C(C)CCCC1C)c1c(N)n(CCCC)c(=O)[nH]c1=O (stereo not given),i,1.85
CC(=O)Nc1cccc(/C(C)=N/Nc2nc3ccccc3s2)c1,i,-0.56
Oc1nc(Nc2ccccc2)sc1/C=C1\C=Nc2ccccc21,i,2.29
Cc1cc(NC(=O)CSc2nnc(N)s2)c([N+](=O)[O-])cc1C,i,-0.39
CCOC(=O)N1CCC(NC(=O)Cn2cc3c(n2)CCCC3)CC1,i,0.18
COc1ccc(C(=O)NC(=S)Nc2ccc3oc(=O)ccc3c2)cc1,i,-0.05
NC(=O)COc1ccc(C2c3c(oc4ccccc4c3=O)C(=O)N2CC2CCCO2)cc1 (stereo not given),i,0.16
O=C(Nc1ccccc1Cl)c1ccc(=O)[nH]n1,i,-1.28
Cc1ccc(NC(=O)C(=O)Nc2ccccn2)cc1,i,0.72
COC(=O)C1=C(C)NC(=O)/C1=C\c1cc(C)n(-c2cccc(C)c2)c1C,i,2.31
COc1ccc(/C=C/C(=O)Nc2ccc(-c3nnc4n3CCCCC4)cc2)c(OC)c1,i,1.07
COc1cc([N+](=O)[O-])ccc1NC(=O)Cn1ccsc1=N,i,0.46
Cc1ccc(Cn2c(CCNc3nc(-c4ccc(Cl)c([N+](=O)[O-])c4)cs3)nc3cc(C(=O)NCCCO)ccc32)cc1,i,1.33
Cc1cc(NC(=O)CCCn2nc(C)c([N+](=O)[O-])c2C)no1,i,1.01
N#Cc1c(N2CCCCC2)nc(N)c2c(N)nc3c(c12)CC(c1ccccc1)O3 (stereo not given),i,-0.3
CCOc1cc(/C=N/NC(N)=O)cc(Br)c1OCc1ccccc1F,i,0.01
Cc1cccc(C(=O)Nc2ccc(C(=O)Nc3ccc(O)cc3)cc2)c1,i,0
COc1cc(NC(=O)COC(=O)CO/N=C(\C)c2ccc3c(c2)OCO3)cc(OC)c1OC,i,-0.18
CC(C)Cn1cnc2c1c(=O)[nH]c(=O)n2Cc1ccccc1,i,-0.08
FC(F)(F)c1ccccc1NC(=S)N1CCCCCC1,i,-1.09
Cc1ccn2c(=O)nc(SCC(=O)N3CCC(Cc4ccccc4)CC3)nc2c1,i,3.71
CCC(CC)C(=O)Nc1cccc(C(=O)Nc2ccc(S(N)(=O)=O)cc2)c1,i,0.79
CN1CCN(Cc2ccc(OCc3ccccc3)cc2)CC1,i,-1.79
O=c1c([N+](=O)[O-])cc(C(F)(F)F)cn1Cc1c(Cl)cccc1Cl,i,-1.04
Cc1oc(-c2ccc(Cl)cc2)cc1C(=O)O,i,1.17
O=C(CN(C(=O)c1csnn1)c1cccc2c1CCCC2)NCc1ccc(F)cc1,i,-1.44
O=C(COC(=O)CCOc1ccccc1)NCCC1=CCCCC1,i,0.5

# Source: PubChem
